# PI5P4Ka inh = blocks human PI5P4K alpha kinase activity | P48426 | PI5P4Kalpha enzyme, ADP-Glo luminescence, 60 min; stronger effect = lower value | max response, % | 330,000 compounds, 1.2% hits; active means max response of -50% or lower; inconclusive means between -30% and -50%; inactive means -30% or higher; further: value at the top dose of about 77 µM; on the % scale 0 is the no-effect control and ±100 the full control effect
# Target sequence (P48426 whole entry, looked up): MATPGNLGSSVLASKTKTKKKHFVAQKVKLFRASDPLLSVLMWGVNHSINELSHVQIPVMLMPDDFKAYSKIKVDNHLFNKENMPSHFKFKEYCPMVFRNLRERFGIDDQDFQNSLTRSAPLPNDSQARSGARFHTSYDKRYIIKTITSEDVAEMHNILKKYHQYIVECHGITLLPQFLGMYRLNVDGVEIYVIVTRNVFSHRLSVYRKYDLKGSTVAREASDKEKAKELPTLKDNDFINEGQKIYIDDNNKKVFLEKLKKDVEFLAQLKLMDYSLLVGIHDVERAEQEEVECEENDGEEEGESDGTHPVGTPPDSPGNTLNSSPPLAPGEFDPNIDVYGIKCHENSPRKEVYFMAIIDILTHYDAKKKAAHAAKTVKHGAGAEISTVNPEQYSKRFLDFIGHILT
#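 Luminescence from ADP-Glo served as readout of PI5P4Kalpha activity in a qHTS format. Reaction: enzyme, substrate, compound, ATP at 5 microM final, 60 min at RT.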
# EPAC2 antagonist = antagonists of human EPAC2; Potency, µM (titrated, usually from 114 µM), without a hit: top-dose activity, negative = inhibition, actives largely listed as inhibitors; EPAC2 GEF exchange of Rap1B-BODIPY-GDP, fluorescence; AID 720708; 360,000 compounds, 0.18% hits; further: potency means the concentration at half of the fitted maximal effect; on the % scale 0 is the no-effect control and ±100 the full control effect; nearly all actives have a fitted effect of over 45% in size; many of its hits are not listed in these tables
# WRN inhibitor = inhibitors of human WRN helicase | Q14191 | 360,000 compounds, 0.46% hits | Potency, µM (titrated, usually from 114 µM), for inactives: at the top dose activity change, negative = inhibition, usual class: inhibitors | WRN helicase unwinding, fluorescent forked duplex, kinetic | AID 651768; further: potency means the concentration at half of the fitted maximal effect; on the % scale 0 is the no-effect control and ±100 the full control effect; nearly all actives have a fitted effect of over 55% in size
#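 Fluorescence dequenching readout, ex 525 nm/em 598 nm, kinetic mode: forked duplex DNA (100 nM final) with adjacent fluorophore and quencher unwound by WRN (20 nM final) with 2 mM ATP. Compound preincubation 15 min, room temperature.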
# EPAC1 ag = EPAC1 (human) agonism; O95398; EPAC1 agonist qHTS, biochemical assay; response scale: 100% = response to 6.5 mM cAMP; Potency, µM (highest dose often 154 µM), for inactives: top-dose activation, actives largely listed as activators; 360,000 compounds, 0.073% hits; further: potency means the concentration at half of the fitted maximal effect; nearly all actives have a fitted effect of over 60% in size
#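 Compounds were pinned as a concentration titration into mixtures of EPAC1 (100 nM), BODIPY-GDP-loaded Rap1B (250 nM) and GDP (50 uM). After 5 min at room temperature, fluorescence was followed for 30 min; activity was scaled to 6.5 mM cAMP.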
# CCT modulator = cytosolic chaperonin activity modulation | 360,000 compounds, 0.3% hits | purified chaperonin ATPase assay, HTRF ADP detection, 30 min | activity change, % (concentration not given with the values), hits read low; in the data active means activity change below about -30%; further: on the % scale 0 is the no-effect control and ±100 the full control effect
#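 ATPase activity: ADP formed was measured by HTRF Transcreener (665/615 nm ratio) after 30 min at 37 deg C with 10 uM ATP. Compounds screened at one 76 uM concentration against 40 or 20 nM TRiC in Tris pH 7.4/KCl/MgCl2/DTT buffer.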
# Mm-Cpn inhibitor = M. maripaludis TRiC chaperonin inhibition; purified Mm-Cpn ATPase, ADP Transcreener TR-FRET; Potency, µM (series often up to 76.9 µM), without a hit: top-dose activity, negative = inhibition, most hits filed as inhibitors; 330,000 compounds, 0.031% hits; AID 504842; further: potency means the concentration at half of the fitted maximal effect; on the % scale 0 is the no-effect control and ±100 the full control effect; nearly all actives have a fitted effect of over 80% in size
#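 Measured: ADP formation by purified Mm-CPN. Conditions: 25 nM protein, 10 uM ATP, Tris pH 7.4 with Mg2+, K+ and DTT, 37°C for 30 min. Detection: Transcreener HTRF after 30 min at room temperature.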
# PLK1 PBD inh = inhibitors of human PLK1 polo-box domain binding; Potency, µM, inactives show max response, negative = inhibition, most hits filed as inhibitors; Plk1 PBD binding of FITC phosphopeptide, fluorescence polarization; 360,000 compounds, 2.8% hits; P53350; AID 720504; further: potency means the concentration at half of the fitted maximal effect; series mostly up to about 57 µM; on the % scale 0 is the no-effect control and ±100 the full control effect; nearly all actives have a fitted effect of over 65% in size
# Target sequence (P53350 whole entry, looked up, the tested form may be a part): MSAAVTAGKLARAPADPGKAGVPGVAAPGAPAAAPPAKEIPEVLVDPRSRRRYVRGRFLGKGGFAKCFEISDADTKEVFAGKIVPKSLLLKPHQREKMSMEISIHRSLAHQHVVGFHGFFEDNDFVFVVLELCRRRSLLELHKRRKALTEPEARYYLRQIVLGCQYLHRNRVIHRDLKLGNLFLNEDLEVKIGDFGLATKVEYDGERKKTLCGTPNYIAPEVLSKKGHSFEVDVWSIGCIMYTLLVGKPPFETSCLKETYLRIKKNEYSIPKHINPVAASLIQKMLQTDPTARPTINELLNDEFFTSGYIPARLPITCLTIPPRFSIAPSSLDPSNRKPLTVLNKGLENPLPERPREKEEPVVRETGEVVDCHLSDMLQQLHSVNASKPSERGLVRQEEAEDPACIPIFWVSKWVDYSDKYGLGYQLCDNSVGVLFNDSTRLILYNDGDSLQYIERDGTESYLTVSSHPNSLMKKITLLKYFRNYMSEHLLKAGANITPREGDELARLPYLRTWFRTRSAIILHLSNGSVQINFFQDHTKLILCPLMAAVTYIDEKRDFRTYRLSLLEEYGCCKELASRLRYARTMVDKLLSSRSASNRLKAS
# EPAC1 antag = antagonists of human EPAC1; O95398; EPAC1 GEF assay, Rap1b-BODIPY-GDP exchange fluorescence; Potency, µM (doses to about 115 µM), without a hit: at the top dose activity change, negative = inhibition, hits mostly inhibitors; 360,000 compounds, 0.14% hits;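 further: potency means the concentration at half of the fitted maximal effect; plate controls were vehicle for no effect and positive control for full effect; nearly all actives have a fitted effect of over 50% in size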
# * hit, by the source's call; ? = inconclusive; / = not tested or not shown; [ ] = dose if it differs, or a comment. Unless noted, the call rests on the fitted dose curve; in most records, active means well fitted curve in the direction sought with a large enough effect; inconclusive means small, poorly fitted or top-dose-only effect, or another doubt; inactive means no such curve, though single readings can be large; an effect the other way counts as inactive or inconclusive. These rows are one share of the data; rates above refer to the full screens.
# Preview:
SMILES,PI5P4Ka inh,EPAC2 antagonist,WRN inhibitor,EPAC1 ag,CCT modulator,Mm-Cpn inhibitor,PLK1 PBD inh,EPAC1 antag
Cc1cccc2c(=O)c(-c3ccc4c(c3)OCO4)c(NC(=O)c3ccco3)oc12,-6,0%,-1%,11%,-2.7,1%,24µM*,7%
O=C(CNc1cccc([N+](=O)[O-])c1)N1CCN(S(=O)(=O)c2ccc(Cl)cc2)CC1,4,2%,-9%,-19%,-0.6,-1%,-11%,-18%
CCOC(=O)Nc1cccc(OCC(=O)Nc2ccccc2OC)c1,/,-2%,-8%,12%,-0.1,0%,1%,-3%
COc1ccc2[nH]cc(CCNC(=O)Nc3ccccc3C)c2c1,-2,-1%,11%,5%,-4.3,0%,-16%,-4%
O=C(Nc1ccc2oc(=O)ccc2c1)c1cc([N+](=O)[O-])ccc1N1CCOCC1,1,4%,15%,-5%,1.5,-1%,-7%,16%
COc1cccc(-c2nc(N)nc(SC)c2C#N)c1,-4,2%,8%,-8%,2.3,-16%,-2%,-14%
COc1cccc(OC)c1OCCCCN1CCCC1,1,1%,0%,15%,-3.2,-1%,-5%,-2%
CCOC(=O)CSc1ccc(C(=O)N2CCN(C)CC2)cc1[N+](=O)[O-],3,6%,-1%,-1%,3.6,-4%,-5%,3%

# The list itself (from the top)
SMILES,PI5P4Ka inh,EPAC2 antagonist,WRN inhibitor,EPAC1 ag,CCT modulator,Mm-Cpn inhibitor,PLK1 PBD inh,EPAC1 antag
Cc1cccc2c(=O)c(-c3ccc4c(c3)OCO4)c(NC(=O)c3ccco3)oc12,-6,0%,-1%,11%,-2.7,1%,24µM*,7%
O=C(CNc1cccc([N+](=O)[O-])c1)N1CCN(S(=O)(=O)c2ccc(Cl)cc2)CC1,4,2%,-9%,-19%,-0.6,-1%,-11%,-18%
CCOC(=O)Nc1cccc(OCC(=O)Nc2ccccc2OC)c1,/,-2%,-8%,12%,-0.1,0%,1%,-3%
COc1ccc2[nH]cc(CCNC(=O)Nc3ccccc3C)c2c1,-2,-1%,11%,5%,-4.3,0%,-16%,-4%
O=C(Nc1ccc2oc(=O)ccc2c1)c1cc([N+](=O)[O-])ccc1N1CCOCC1,1,4%,15%,-5%,1.5,-1%,-7%,16%
COc1cccc(-c2nc(N)nc(SC)c2C#N)c1,-4,2%,8%,-8%,2.3,-16%,-2%,-14%
COc1cccc(OC)c1OCCCCN1CCCC1,1,1%,0%,15%,-3.2,-1%,-5%,-2%
CCOC(=O)CSc1ccc(C(=O)N2CCN(C)CC2)cc1[N+](=O)[O-],3,6%,-1%,-1%,3.6,-4%,-5%,3%
O=C(CSc1nnc(-c2ccccc2)o1)NC1CCCCC1,0,16%,0%,8%,0.5,1%,4%,9%
[O-]/C(=C(\C(=S)Nc1cccc2ccccc12)[n+]1ccccc1)c1ccc2c(c1)OCCO2,/,-8%,5%,-1%,-2.6,-2%,?,-8%
CCN(CC)C(=O)[C@H]1C[C@H](CC(=O)NCCCn2ccnc2)C(=O)N2CCc3c([nH]c4cc(-c5ccco5)ccc34)[C@]12C,-3,1%,-1%,-22%,0.1,-7%,?,-15%
Cc1cccc(C)c1NC(=O)CN1CCNCC1,2,-1%,-15%,5%,1.0,-4%,-8%,2%
CC1CCN(C(=O)Cn2ncc3c4ccccc4n(C)c3c2=O)CC1,3,-3%,-6%,2%,2.0,-3%,1%,-21%
Cc1ccc2c(C(=O)CN3CCCC3)c(C)[nH]c2c1,-17,2%,7%,-3%,-1.0,-1%,-9%,5%
COc1ccc(CNC(=O)COC(=O)c2cc(-c3ccc(Cl)s3)nc3ccccc23)cc1,9,12%,-11%,5%,4.1,-27%,3%,7%
CN(c1ccc([N+](=O)[O-])cc1/C=N/NC(=O)COc1ccccc1)C1CCCCC1,6,14%,-3%,2%,-2.0,-1%,9%,-26%
C#CCOCCOCCOCCNc1nc(N2CCN(C(=O)C(Cc3cc4ccccc4[nH]3)n3cc(C(N)Cc4ccc(O)cc4)nn3)CC2)nc(N2CCN(C(=O)C(Cc3cc4ccccc4[nH]3)n3cc(C(N)Cc4ccc(O)cc4)nn3)CC2)n1 (stereo not given),-92*,8%,-12%,-6%,-29,/,5%,-24%
CCOc1ccc(NC(=O)C(Cc2ccccc2)N2C(=O)c3cccc4cccc(c34)C2=O)cc1 (stereo not given),12,-10%,-33%,5%,2.2,1%,21%,18%
O=C(NCc1ccc2c(c1)OCO2)c1c(O)nc2sccn2c1=O,0,0%,-3%,-3%,-0.1,-1%,-12%,-27%
C/C(=N\Nc1ccc(Cl)c(C(=O)O)c1)c1ccc[nH]1,?,4%,?,-8%,-0.5,-9%,-7%,-14%
O=C(COC(=O)c1c(Cl)cccc1Cl)Nc1ccccc1Br,-1,2%,-3%,13%,-0.4,1%,-14%,-1%
Cc1ccc(CNC(=O)CSc2ccc(-c3ccccn3)nn2)cc1,7,17%,-13%,-5%,1.8,-1%,-6%,-11%
O=c1cc(C(F)(F)F)nc(-c2cccnc2)[nH]1,2,16%,-5%,-1%,0.4,2%,-5%,5%
Cc1ccc(-n2ncc3c(=O)[nH]c(SCC(=O)N4CCN(c5ccccc5)CC4)nc32)cc1,3,-22%,4%[57.1 µM],-3%,-2.9,2%,-10%,6%
CCOc1ccc2nc(C)cc(Nc3cccc([N+](=O)[O-])c3)c2c1,-3,-12%,-6%,2%,-5.0,-2%,-6%,-15%
O=C(O)CN1C(=O)/C(=C\c2cn(-c3ccccc3)nc2-c2ccccc2)SC1=S,?,-30%,-27%,-12%,0.8,2%,21µM*,-47%
Cc1ccc(CNC(=O)C(=O)NCCC2CCCCN2S(=O)(=O)c2cccs2)cc1 (stereo not given),0,-5%,-13%,?,-1.0,4%,0%,-5%
O=C(C1CCCN(Cc2ccccc2F)C1)N1CCc2ccccc2C1 (stereo not given),-3,1%,-4%,17%,-1.6,1%,-12%,10%
COC(=O)[C@@H]1C[C@@]2(O)[C@@H](O)[C@@H](O)[C@@H](O)C[C@H]2N1Cc1ccc(-c2ccccc2)cc1,-3,-2%,1%,-17%,0.3,0%,-6%,16%
CCCCn1nnnc1C1(C)CCC(=O)N1c1ccc(N2CCOCC2)cc1 (stereo not given),6,-2%,6%,6%,-4.7,/,-7%,-4%
COc1ccc(CCNC(=O)C2CCCN(S(=O)(=O)c3cc(C)ccc3OC)C2)cc1OC (stereo not given),2,-9%,-1%,8%,-0.6,-2%,2%,-9%
CC(C)OC(=O)Nc1ccc2c(c1)N(C(=O)N1CCN(C)CC1)c1ccccc1CC2,-7,6%,-8%,6%,0.8,1%,-6%,10%
CC(=O)c1ccccc1C(=O)N1CCCC(C(=O)c2ccc(C(F)(F)F)cc2)C1 (stereo not given),4,6%,-8%[57.1 µM],-10%,-0.1,1%,-8%,12%
CCC1CCCCN1C(=O)c1nn2cccnc2c1Cl (stereo not given),4,1%,-22%,4%,-0.8,0%,-7%,-13%
Cc1nnc(SC(C)C(=O)N(C)C2CCCCC2)n1N (stereo not given),9,0%,-7%,9%,0.7,1%,-4%,0%
O=C(O)c1cccc2c1C(=O)c1ccc(N3CCCCC3)cc1S2(=O)=O,-4,5%,-2%,6%,-0.8,-1%,3%,2%
Cc1ccc(C2(c3ccc(C)cc3)CC2C(=O)NCc2cccnc2)cc1 (stereo not given),-3,4%,-5%,-1%,-11,-1%,-15%,0%
O=C(Nc1cccc(S(=O)(=O)N2CCCCC2)c1)C1CC1,-1,-4%,-1%,8%,-0.9,2%,-1%,5%
Cc1ccnc(Nc2nc(-c3ccc(O)c(O)c3)cs2)c1,-11,-14%,-16%[57.1 µM],20%,-2.1,3%,-10%,?
CCCC(=O)N(c1ccc2oc(C)c(C(C)=O)c2c1)S(=O)(=O)c1ccc(C(=O)O)cc1,3,-2%,7%,2%,0.3,1%,-10%,22%

# 3 compounds from above, sorted by molar mass, rising:
SMILES,PI5P4Ka inh,EPAC2 antagonist,WRN inhibitor,EPAC1 ag,CCT modulator,Mm-Cpn inhibitor,PLK1 PBD inh,EPAC1 antag
CCC1CCCCN1C(=O)c1nn2cccnc2c1Cl (stereo not given),4,1%,-22%,4%,-0.8,0%,-7%,-13%
Cc1ccc(CNC(=O)CSc2ccc(-c3ccccn3)nn2)cc1,7,17%,-13%,-5%,1.8,-1%,-6%,-11%
O=C(C1CCCN(Cc2ccccc2F)C1)N1CCc2ccccc2C1 (stereo not given),-3,1%,-4%,17%,-1.6,1%,-12%,10%

# Remaining list, next part:
SMILES,PI5P4Ka inh,EPAC2 antagonist,WRN inhibitor,EPAC1 ag,CCT modulator,Mm-Cpn inhibitor,PLK1 PBD inh,EPAC1 antag
CSc1nc(C)nc2c1c(=O)n(C)c(=O)n2C,3,-10%,0%,-12%,-0.8,2%,-10%,2%
COc1ccc(-c2c(C(=O)c3ccccc3)[nH]c(N)c2C(=O)NC2CC2)cc1OC,-10,10%,3%,-12%,-0.8,/,-18%,-8%
CCOC(CNC(=O)C(=O)Nc1cc2c3c(c1)CC(=O)N3CCC2)OCC,-2,6%,8%,-8%,-1.7,-1%,-5%,-1%
O=C(CSc1ccc2nnc(-c3ccc(Cl)cc3)n2n1)N1CCc2ccccc21,-5,3%,5%,-3%,-3.6,-3%,?,-9%
COC(=O)c1cc(=O)n2c(-c3ccccc3)csc2n1,-1,4%,0%,4%,-3.2,-2%,0%,-13%
OCC1(CC2CCCCO2)CCN(Cc2ccccc2-c2ccco2)CC1 (stereo not given),5,?,7%[57.1 µM],-3%,-2.9,0%,-15%,-10%
O=C(CNC(=O)c1ccc(Br)cc1)NCC(=O)OCc1ccc(Cl)cc1,6,0%,-2%,12%,2.5,-1%,2%,1%
O=C(O)CCCN1C(=O)C2C3C=CC(C2C1=O)C1C(=O)N(CCCC(=O)O)C(=O)C31 (stereo not given),-1,-2%,-24%,-2%,-2.7,-1%,-6%,-21%
Cc1ccc(-n2nnnc2CNC(=O)c2ccc(Br)o2)cc1C,-2,5%,4%,-5%,3.3,0%,-2%,-25%
Cc1ccc2c(CC(=O)OCc3csc(C)n3)coc2c1,/,-3%,5%,14%,-1.1,-2%,-3%,-6%
COCCCNC(=O)c1ccccc1-c1cc(C)no1,7,-3%,-26%,12%,-1.0,3%,-3%,0%
O=S(=O)(c1ccc(F)cc1)N1CCN(c2nc(-c3ccc(F)cc3)cs2)CC1,/,-5%,-6%,16%,-4.4,-7%,-2%,-2%
CN1CCN(S(=O)(=O)c2ccc(NC(=O)c3ccc([N+](=O)[O-])cc3)cc2)CC1,-1,3%,4%,12%,0.1,/,-16%,6%

# Screens (PubChem)
